High-throughput results from PubChem.
CD40 NFkB inh: CD40 pathway inhibition in BL2 cells; BL2 NF-kB luciferase reporter, CD40L-induced, 4 h; inhibition, % at 10 µM; actives 0.94% (n = 83,000); AID 1053188;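 active = mean inhibition of at least 50% with a set share of replicates also reaching that level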;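 also: 0% = neutral control wells and 100% = IKK inhibitor VII at 50 µM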
The depositor's hits bear a star; & = joins results of further samples; [ ] = another dose, or the depositor's remark. Some of the compounds tested, so the mix of outcomes need not match the whole.

SMILES,CD40 NFkB inh
C[C@@H]1CN([C@H](C)CO)C(=O)c2cc(NS(=O)(=O)c3ccc(Cl)cc3)ccc2O[C@@H](C)CCCCO[C@@H]1CN(C)S(=O)(=O)c1ccc(F)cc1,-1.8
CC(NC(=O)COc1ccccc1)C(c1cccs1)N1CCCC1 (stereo not drawn),4.4
CC1CC(C)CN(C(=O)COC(=O)c2cccc(S(=O)(=O)N(C)c3ccccc3)c2)C1 (stereo not drawn),3.0
O=C(Nc1nccs1)c1cn(-c2ccccc2)nc1-c1ccccc1,-18.6
Fc1ccc(COc2ccc(-c3nnco3)cc2)cc1,-34.1
C[C@@H]1CN(C)C(=O)Cc2ccccc2O[C@@H]1CN(C)S(C)(=O)=O,1.2
Cc1cccc(S(=O)(=O)N[C@H]2CC[C@@H](CCNC(=O)Nc3cc(F)ccc3F)O[C@@H]2CO)c1,20.2[25 µM]
Cc1ccc(S(=O)(=O)N[C@@H](Cc2ccccc2)C(=O)CCl)cc1,39.4*
O=C(Nc1ccc(Oc2ccccc2)nc1)C1CCCCN1Cc1ccco1 (stereo not drawn),-0.8
CC(=O)N1[C@@H]2c3ccc(C4=CCCC4)c(=O)n3C[C@H]1[C@H](CO)[C@H]2C(=O)NC1CCCCC1,-0.8
N#C[C@H]1[C@@H](c2ccc(-c3ccccc3)cc2)[C@H](CO)N1C(=O)Cc1ccccc1,2.4
CCNC(=O)c1c(C)nc2ccccn12,6.2
CCc1ccc(C(=O)OCC(=O)N(CC)c2c(N)n(Cc3ccccc3)c(=O)[nH]c2=O)cc1,4.6
CC(C)(C)n1ncc2c(=O)n(CC(=O)Nc3ccc4c(c3)OCO4)cnc21,-1.3
O=C1NC(=O)C2(CCCc3c([N+](=O)[O-])cccc32)N1 (stereo not drawn),5.0
CC12CCC(C(S(=O)(=O)Nc3ccccc3)C1=O)C2(C)C (stereo not drawn),4.2
N#Cc1ccccc1NC(=O)c1ccccc1OCC(=O)NCc1ccco1,-4.5
CCCNC(=O)C[C@@H]1CC[C@H]2[C@H](COc3ccc(NC(=O)CC)cc3C(=O)N2C)O1,-1.8[25 µM]
Cc1ccc(-n2ncc(C#N)c2/N=C/N2CCCCCC2)cc1,9.9
O=C(c1ccccn1)N1CC(=O)N2[C@H](CO)[C@H](c3ccc(C4=CCCC4)cc3)[C@@H]2C1,4.8[25 µM]
CCCN1C(=O)/C(=C/c2ccc(OCC(=O)OCC)cc2)NC1=S,4.8
c1ccc2c(c1)ccc1nnc(SCc3ccc4c(c3)OCO4)n12,-30.2
CN(CC(=O)NCCc1ccc(S(N)(=O)=O)cc1)CC(=O)Nc1ccc(F)c(F)c1F,0.4
COc1ccc(Cl)c2sc(N(CCN(C)C)C(=O)c3ccc4c(c3)OCCO4)nc12,-7.8
Cc1nc(-c2cnn(-c3ccccc3)c2)c2cc(C)oc2n1,9.1
C[C@@H]1CN([C@@H](C)CO)C(=O)c2c(c3ccccc3n2C)-c2ccccc2CO[C@@H]1CN(C)C(=O)[C@@H](Cc1ccccc1)N(C)C,26.3[25 µM]
COc1ccc(NC(=O)CN2C(=O)CSC2=O)cc1,-8.5
O=C(c1cccc(S(=O)(=O)N2CCCCCC2)c1)N1CCN(c2ccccc2)CC1,2.4
Cc1cc(NS(=O)(=O)c2ccc(NC(=O)CCCOc3ccccc3)cc2)no1,9.0
NC(=O)C1CCN(C(=O)c2ccc(NS(=O)(=O)c3ccc(Br)s3)cc2)CC1,3.5
CCCSc1nnc2n(N)c(=O)c3ccccc3n12,3.7
COCCNC(=O)COc1ccc(C)c(C)c1,-4.4
O=C(CCN1CCCCC1)N[C@H]1CC[C@H](CCn2cc(-c3cccc(F)c3)nn2)O[C@@H]1CO,4.8[25 µM]
Cc1ccc(S(=O)(=O)N2CCN(C(=O)COC(=O)CCOc3cc(C)ccc3C)CC2)c(C)c1,10.1
COc1cccc(C#Cc2ccc([C@@H]3[C@@H](C#N)N(C(=O)C4CCCC4)[C@H]3CO)cc2)c1,-20.9
O=c1cc(CO)oc(C(Nc2ccccn2)c2ccccc2Cl)c1O (stereo not drawn),0.8
CC1CN(C(=O)CN2C(=O)NC3(CCCCCC3)C2=O)CC(C)O1 (stereo not drawn),10.2
O=C(O)CNC(=S)N(Cc1ccccc1)Cc1cccs1,6.0
CC(=O)NC(CC(=O)Nc1cccc(S(=O)(=O)N2CCOCC2)c1)c1ccccc1 (stereo not drawn),0.6
CCN(Cc1ccccc1)C(=O)C1CCN(S(=O)(=O)c2ccc3c(c2)OCCO3)CC1,1.7
CC(C)NC(=O)NC(=O)COC(=O)c1ccc(OC(F)(F)F)cc1,4.9
Cc1ccc(S(=O)(=O)N(C)C)cc1NC(=O)C1CCN(C(=O)Nc2ccccc2)CC1,1.2
CCOC(=O)c1c(NC(=O)COC(=O)/C=C/c2ccccc2)sc(C(=O)NC)c1C,-3.5
O=C(C1CCOCC1)N1C[C@H]2[C@@H](c3ccccc31)[C@H](CO)N2Cc1ccc(Cl)cc1,-8.2[25 µM]
Cc1ccc(NC(=O)COC(=O)[C@H](C)NC(N)=O)c(C)c1,3.6
Cc1cc(NC(=O)NC(=O)c2ccccc2NC(=O)CN)ccc1Oc1ncc(Br)cn1,-5.4
CCCN1C[C@@H](C)[C@H](OC)CN(C)C(=O)c2cc(NS(=O)(=O)c3ccccc3)ccc2OC[C@@H]1C,-0.5[25 µM]
O=C(c1ccc2c(c1)OCO2)C1CCCN(Cc2cn[nH]c2-c2ccccc2)C1 (stereo not drawn),-1.6
CC1(C)Cc2c(C#N)c(OCC(=O)c3ccccc3)nc(-c3ccoc3)c2CO1,7.7
COc1ccc(-c2[nH]ncc2CN(CCO)Cc2cccs2)c(F)c1,-12.5
C/C=C/c1ccc([C@H]2[C@@H](CN(C)C(C)=O)N(C(=O)C3CC3)[C@H]2CO)cc1,4.4
CCCn1c(N)c(N(CCOC)C(=O)/C=C/c2ccc(C(=O)OC)cc2)c(=O)[nH]c1=O,-1.5
CCN(CCn1cccn1)Cc1nc(Cc2cccc(F)c2)no1,8.9
Cc1ccc(NC(=O)C(=O)NCC2CCCN2S(=O)(=O)c2cccs2)cc1 (stereo not drawn),-2.3
C[C@@H]1CN([C@H](C)CO)C(=O)c2c(c3ccccc3n2C)-c2ccccc2CO[C@@H]1CN(C)S(=O)(=O)c1ccc(Cl)cc1,-0.3
Cc1ccc(-c2ccc(C3[C@@H]4CN(Cc5ccccc5)C[C@H]3N4)cc2)cc1 (stereo partly drawn),3.3[25 µM]
COc1cc(OC)c(C(=O)OCC(=O)NC2CCCCCCC2)cc1OC,-0.6
C[C@H](CO)N1C[C@H](C)[C@@H](CN(C)Cc2ccc3c(c2)OCCO3)OCc2cn(nn2)CCCC1=O,11.2
Cc1ccc(OCC(=O)N/N=C/c2ccc3c(c2)OCO3)cc1C,4.5
O=C(Nc1ccccc1)c1ccc(S(=O)(=O)NCc2ccco2)cc1,-0.4

Nothing new here: 7 of the compounds above.
SMILES,CD40 NFkB inh
Cc1ccc(NC(=O)C(=O)NCC2CCCN2S(=O)(=O)c2cccs2)cc1 (stereo not drawn),-2.3
C[C@@H]1CN([C@H](C)CO)C(=O)c2c(c3ccccc3n2C)-c2ccccc2CO[C@@H]1CN(C)S(=O)(=O)c1ccc(Cl)cc1,-0.3
Cc1ccc(-c2ccc(C3[C@@H]4CN(Cc5ccccc5)C[C@H]3N4)cc2)cc1 (stereo partly drawn),3.3[25 µM]
COc1cc(OC)c(C(=O)OCC(=O)NC2CCCCCCC2)cc1OC,-0.6
C[C@H](CO)N1C[C@H](C)[C@@H](CN(C)Cc2ccc3c(c2)OCCO3)OCc2cn(nn2)CCCC1=O,11.2
Cc1ccc(OCC(=O)N/N=C/c2ccc3c(c2)OCO3)cc1C,4.5
O=C(Nc1ccccc1)c1ccc(S(=O)(=O)NCc2ccco2)cc1,-0.4

The list goes on:
SMILES,CD40 NFkB inh
CC(=O)Nc1ccc(C(=O)NN2C(=O)NC3(CCCCC3)C2=O)cc1,18.2
COC(=O)c1c(N)sc2c1CC(C)(C)OC2,10.7
CCOC(=O)C1(C)CCCN1C(=O)c1cncc(Br)c1 (stereo not drawn),-1.0
Cc1ccc(S(=O)(=O)Oc2ccccc2/C=N/N=C(N)N)cc1,7.1
Cc1noc(C)c1NC(=O)N(C)C[C@H]1OCCCC[C@@H](C)Oc2ccc(NC(=O)Nc3ccc(C(F)(F)F)cc3)cc2C(=O)N([C@H](C)CO)C[C@@H]1C,16.1[25 µM]
Cc1noc(C)c1COC(=O)CCCNC(=O)c1ccc(Cl)cc1,3.1
CCc1nc(N)nc(N)c1-c1ccc(Cl)c(N=[N+]=[N-])c1,4.6&10.6
Cc1cc(NC(=O)COc2ncnc3sc(C)c(C)c23)no1,-1.6
CCN(CC)S(=O)(=O)c1ccc(N2CCCC2)c(NC(=O)c2nn(C)c(=O)c3ccccc23)c1,9.7
CCOCCCNC(=O)CN1C(=O)CSc2ccccc21,-0.6
CNc1ncnc2c1ncn2[C@H]1CN(Cc2ccc(F)cc2)C[C@@H](CO)O1,7.6
Cc1cc(NS(=O)(=O)c2ccc(NC(=O)COc3cc(C)c(Cl)c(C)c3)cc2)no1,-2.7
COc1ccc(NC(=O)N2C[C@@H]3[C@H](c4ccccc42)[C@H](CO)N3C(=O)C2CCCCC2)cc1,-8.2
O=C(CSc1nnc2n1CCCCC2)NCc1ccccc1,-2.1
COc1cccc(NC(=O)Cn2c(=O)n(-c3ccccc3)c(=O)c3sccc32)c1,13.2
COc1ccccc1CCNC(=O)C(=O)NCCC1CCCCN1S(=O)(=O)c1cccs1 (stereo not drawn),12.5
Cc1c(NS(=O)(=O)c2cc(C(=O)NC(C)c3ccccc3)ccc2Cl)c(=O)n(-c2ccccc2)n1C (stereo not drawn),7.9
COc1ccc(CNC(=O)Cn2cncn2)cc1OC,14.7
O=C(OCc1cnc(Cl)s1)c1c(F)cccc1F,-0.3
CCC(=O)N1CCCCN2[C@@H](CO)[C@H](c3ccc(-c4cccnc4)cc3)[C@@H]2C1,-2.6[25 µM]

Sorted by formula weight (low to high): part of the list above.
SMILES,CD40 NFkB inh
CCc1nc(N)nc(N)c1-c1ccc(Cl)c(N=[N+]=[N-])c1,4.6&10.6
O=C(CSc1nnc2n1CCCCC2)NCc1ccccc1,-2.1
Cc1cc(NS(=O)(=O)c2ccc(NC(=O)COc3cc(C)c(Cl)c(C)c3)cc2)no1,-2.7

(next part)
| SMILES | CD40 NFkB inh |
| --- | --- |
| O=C(c1ccccc1)C(O)C(c1ccccc1)N1CCOCC1 (stereo not drawn) | -1.5 |
| Cc1ccc(CN2CC(=O)N3[C@@H](CO)[C@H](c4ccc(-c5ccccc5F)cc4)[C@@H]3C2)cc1 | 16.0[25 µM] |
| COc1ccc(NC(=O)N2CC[C@@H]3[C@@H](CO)N(C)c4ccc(-c5ccccc5F)cc4[C@@H]32)cc1 | -1.0[25 µM] |
| O=C(CCNS(=O)(=O)c1cccc2nsnc12)N1CCc2ccccc21 | 4.8 |
| O=S(=O)(NCC(c1ccc2c(c1)OCO2)N1CCOCC1)c1ccc(Cl)cc1 (stereo not drawn) | -25.0 |
| O=C(NCC[C@@H]1CC[C@@H](NC(=O)C2CCOCC2)[C@H](CO)O1)c1cc(Cl)cc(Cl)c1 | -7.3[25 µM] |
| Cn1cc(Br)c(C(=O)NNC(=O)Nc2ccccc2C(F)(F)F)n1 | -11.1 |
| C[C@H](CO)N1C[C@H](C)[C@@H](CN(C)S(=O)(=O)c2ccc(F)cc2)Oc2ncc(C#CC3(O)CCCC3)cc2C1=O | -2.3[25 µM] |
| Cn1c(=O)c2cn3c(c2n(C)c1=O)C(c1ccccc1)CC(c1ccccc1)=N3 (stereo not drawn) | 4.5 |
| COC(=O)C[C@@H]1CC[C@H]2[C@@H](COc3ccc(NS(=O)(=O)c4ccc(C)cc4)cc3C(=O)N2C)O1 | 1.7[25 µM] |
| O=C(CN1CCOCC1)N1CCCCN2[C@H](CO)[C@H](c3ccc(/C=C/c4ccccc4)cc3)[C@H]2C1 | 1.2[25 µM] |
| Cn1c(CN2CCCC2)nc2cc(NC(=O)Nc3ccccc3)ccc21 | -71.1 |
| CCOC(=O)c1c[nH]c2c(C(=O)c3ccccc3)cc(Cl)cc2c1=O | -1.6 |
| O=C(NCc1ccc2c(c1)OCO2)c1cccc(S(=O)(=O)N2CCOCC2)c1 | 8.8 |
| CC(=O)c1c(C)[nH]c(C(=O)NCc2ccco2)c1C | 5.9 |
| COc1ccc2oc(C(=O)OCC(=O)NC(C)(C#N)C3CC3)c(C)c2c1 (stereo not drawn) | -11.2 |
| O=C(NC1CCCC1)c1cnn2c(C(F)(F)F)cc(-c3ccc4c(c3)OCO4)nc12 | 10.3 |
| CCOC(=O)Cc1nc2ccccc2[nH]1 | 4.9 |
| CN(C)C(=O)c1ccc(-c2ccc3c(c2)[C@H]2[C@H](CCN2S(=O)(=O)c2ccccc2)[C@H](CO)N3)cc1 | -39.9[25 µM] |
| CN(C)c1nc2n(c(=O)n1)C(C#N)CS2 (stereo not drawn) | 6.0 |
| COc1cccc(CN2CC3(C2)CN(C(=O)C2CC2)[C@@H](CO)c2[nH]c4cc(OC)ccc4c23)c1 | 10.4[25 µM] |
| Cc1ccccc1S(=O)(=O)N1CCCCN2[C@@H](CO)[C@H](c3ccc(C#CCN(C)C)cc3)[C@@H]2C1 | -7.3[25 µM] |
| CCCCCN(C(=O)NC(=O)Nc1ccc(C)cc1C)S(C)(=O)=O | -7.0 |
| Cc1ccc(S(=O)(=O)N2CCCCC2)cc1NC(=O)CCNC(=O)c1ccc([N+](=O)[O-])cc1 | -10.9 |
| O=C(O)c1ccccc1NCCO | 4.0 |
| N#CC(c1ccccn1)(c1ncc(C(F)(F)F)cc1Cl)N1CCOCC1 (stereo not drawn) | -0.6 |
| O=C(c1ccco1)N1CCN(S(=O)(=O)N2CCOCC2)CC1 | 10.6 |
| CS(=O)(=O)Nc1cccc2[nH]ncc12 | 11.1 |
| CS(=O)(=O)N1CCCC(C(=O)NCCCN2CCOCC2)C1 (stereo not drawn) | 32.8 |

Look-ups from the results shown:
Cc1ccc(S(=O)(=O)N[C@@H](Cc2ccccc2)C(=O)CCl)cc1 in CD40 NFkB inh shows 39.4*
Cc1noc(C)c1COC(=O)CCCNC(=O)c1ccc(Cl)cc1 in CD40 NFkB inh shows 3.1
